# Screens: PubChem BioAssay, Broad Institute
# PAX8 inh HTS – inhibitors of PAX8 transcriptional activity in RMG-I cells; RMG-I TPO-luciferase reporter, SteadyGlo, 24 h; inhibition, % at 12.6 µM; 360,000 compounds, 1.2% hits;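 active means mean replicate inhibition at least 60% with every replicate also reaching 60%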;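 further: luciferase light reporting Pax8 driven TPO promoter activity; plate controls were median of neutral control wells for no effect and mitoxantrone controls for full effect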
# INS-1E GSIS act – primary screen for activators of insulin secretion dependent on glucose, INS-1E cells, GLuc reporter luminescence. INS-1E GLuc reporter insulin secretion, 2-3 h. activation, % at 16.6 µM. 370,000 compounds, 0.61% hits. AID 743287;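 active means lowest replicate activation of at least 40%, so every replicate reaches that level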;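 further: 0% = median of neutral control wells and 100% = median of IBMX positive control wells; some compounds called inactive have numbers as strong as hits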
# PGC1a acetyl inh – lowers PGC1a acetylation signal in U2OS cells | 350,000 compounds, 0.17% hits | inhibition, % at 15.6 µM | AlphaScreen anti-acetyl-lysine; with virally co-expressed GCN5 acetyltransferase;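 active means every replicate shows inhibition of at least 40%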;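 further: 0% = neutral control wells and 100% = positive control wells; some results beyond the cut were filed as inactive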
# ARNT-TACC3 inh – disrupts binding between human ARNT and TACC3 | AlphaScreen His-ARNT PAS-B/GST-TACC3 binding, luminescence; TACC3 fragment carries E629A point mutation | 390,000 compounds, 0.66% hits | inhibition, % at 9.99 µM;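 active means mean inhibition of replicates at least 50% and at least half of replicates each reaching 50%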;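 further: 0% = complete ARNT plus TACC3 wells and 100% = ARNT alone without TACC3; many hits fall short of the cut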
# LGR2 inh – blocks bursicon-induced cAMP signaling via Drosophila LGR2; HEK293 LGR2, CRE-luciferase, bursicon-stimulated, 4 h; 380,000 compounds, 0.35% hits; inhibition, % at 9.99 µM;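 active means drop in luminescence signal, shown as inhibition above about 50% in the replicate tests, limit read from the data, passing the limit was not always enough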;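 further: agonist challenge used bursicon conditioned medium at about half maximal strength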
# Cneo AK release – Cryptococcus neoformans lysis via adenylate kinase release | C. neoformans lysis, adenylate kinase release luminescence, 4 h; normalised: neutral wells 0, clomiphene wells 100 | AID 651654 | lysis activity, % at 15 µM | 360,000 compounds, 0.2% hits;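 active means mean lysis activity across replicates of at least 80%, whatever share of replicates individually reach that level; inactive means mean lysis activity below 80%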
#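 read-out = cell lysis signal | test system = log-phase Cryptococcus neoformans yeast cells | input = cells at 5 × 10^6 per mL | medium = fresh YPD growth medium | signal = luminescent adenylate kinase detection reagent | timing = 4 h at 37 °C static, read 1 h later | dosing = single dose | controls = Clomiphene as positive lysis control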
# Statin myotox sup – protects C2C12 myotubes from simvastatin toxicity. ATP luminescence, 48 h; scaled: DMSO 0, geranylgeraniol control 100. 330,000 compounds, 0.78% hits. rescue of ATP level, % at 7.49 µM;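 active means mean ATP rescue above about 67%, or every replicate alone reaching that limit, limit read from the data, passing the limit was not always enough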;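 further: myotubes were challenged with 10 µM simvastatin during compound exposure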
# PglD inh – blocks C. jejuni PglD acetyltransferase activity. inhibition, % at 12.5 µM. purified PglD enzyme, DTNB colorimetric CoA detection. 360,000 compounds, 0.098% hits; in the data active means inhibition above about 16%, passing the limit was not always enough; further: strong numbers were not always called active
# * marks the source's active call; other numbers are inactive results; . = not tested or not shown; & = joins results of further samples; ! = a repeat was not active. No enrichment for hits. Share with any hit: about 2.9%.
SMILES,PAX8 inh HTS,INS-1E GSIS act,PGC1a acetyl inh,ARNT-TACC3 inh,LGR2 inh,Cneo AK release,Statin myotox sup,PglD inh
CC(C)(C)N(CC#CCC1(O)c2ccccc2-c2ccccc21)CCO,13,13,-5,0,-10,.,.,.
CCCNC(=O)NC[C@H]1[C@H](c2ccc(C3=CCCC3)cc2)[C@H](CO)N1C(=O)CC,-2,7,-10,-1,15,-3,-4,5
COc1ccnc(-n2cccc2C#N)c1C#N,1,5,-4,-3,-31,.,.,.
COc1ccc(S(=O)(=O)NCCc2nnc3ccc(SCc4cccnc4)nn23)cc1,15,10,4,-5,3,.,.,.
C[C@@H]1CCCCO[C@H](CN(C)S(=O)(=O)c2ccc(F)cc2)[C@H](C)CN([C@@H](C)CO)C(=O)c2cc(NC(=O)C3CCCCC3)ccc2O1,38,-18,-2,-4,22,2,.,-2
CCOc1ccc(N(CC(=O)O)S(=O)(=O)c2ccc(OC)c(OC)c2)cc1,.,.,4,-2,.,-5,14,-5
Fc1ccc(NC(=S)NCCN2CCOCC2)cc1,11,-4,5,-17,17,.,.,.
O=C(C[C@H]1CC[C@@H]2[C@H](COC[C@H](O)CN2CCC(F)(F)F)O1)NCC1CCCCC1,-19,3,14,0,12,56,3,5
CCCc1cc(=O)[nH]c(SCC(=O)Nc2oc(C)c3c(C)n[nH]c(=O)c23)n1,5,3,-11,-1,-8,7,-2,-4
CCN1C(=O)[C@H]2[C@@H](c3ccc(-c4ccccc4)cc3)N3CCCC[C@@]3(C(=O)OC)[C@H]2C1=O,17,0,1,-4,27,-1,5,5
COc1ccc(CCCC(=O)Nc2ccccc2F)cc1,-8,-12,.,-5,-13,.,.,.
CCCNC(=O)Nc1ccc2c(c1)C(=O)N(C)C[C@@H](OC)[C@@H](C)CN(Cc1ccncc1)[C@H](C)CO2,-3,-4,1,-16,8,-3,-9,2
O=C(Oc1ccc(C(=S)N2CCOCC2)cc1)c1ccc(Br)cc1,3,-11,-2,-6,4,-1,-3,1
O=c1nc2sc3ccccc3n2c(=O)n1-c1cccc(Cl)c1,.,.,8,-9,.,3,6,0
Nc1nnc(SCc2cccnc2)s1,.,.,-1,-30,.,1,-15,1
CCC(C)C(=O)N1CCc2cc(-c3csc(N)n3)ccc21 (stereo not given),.,.,11,20,.,-1,-57,-5
CO[C@@H]1CN(C)C(=O)c2cc(NS(C)(=O)=O)ccc2OC[C@H](C)N(Cc2ccccn2)C[C@H]1C,.,11,-21,.,8,.,10,.
CCCC(C)NC(=O)c1cc(S(=O)(=O)N2CCCCCC2)ccc1OC (stereo not given),5,-25,-7,1,1,0,0,-1
CC[C@@H]1C/C=C\Cc2ccccc2[C@H](C(=O)C[C@H](O)CC(C)=O)OC1=O,3,-5,2,-3,-1,1,-11,0
CC(=O)Nc1ccc(N2C(=O)CCC2=O)cc1C,-10,.,8,-16,.,5,.,2
CC(=O)C1C(c2cccc([N+](=O)[O-])c2)C2C(C)=NN=C2CC1(C)O (stereo not given),6,16,-1,.,-7,0,0,-1
C[C@@H]1CN([C@@H](C)CO)C(=O)c2cccc(NC(=O)Nc3ccc4c(c3)OCO4)c2O[C@H]1CN(C)S(=O)(=O)c1ccc(Cl)cc1,.,8,-5,2,4,0,19,-1
O=C1C=C(c2ccc3ncccc3c2)C[C@@H](c2ccc3c(c2)OCO3)C1,14,7,.,1,2,-2,-10,-1
O=C(c1ccco1)N1CCN(Cc2csc(-c3ccccc3Cl)n2)CC1,-46,-7,.,-24,-26,0,9,-8
CCC(C)(C)NC(=O)c1ccc2c(c1)N(CC(=O)OC)C(=O)C(C)(C)O2,1,.,8,1,.,15,1,-9
CC(C)Cc1ccc(S(=O)(=O)NCC2CCCO2)cc1 (stereo not given),-5,-14,.,-4,10,-8,-2,3
COC(=O)c1cc2nc(-c3ccccc3)cc(C)n2n1,.,.,-2,-8,.,1,0,-4
O=C(C[C@@H]1CC[C@@H](NC(=O)Nc2cccc(F)c2)[C@H](CO)O1)NCC1CCCCC1,3,3,5,-2,-20,-1,-10,3
O=C(COc1ccc(S(=O)(=O)NCCc2ccccc2)cc1)N1CCCC1,.,-3,-9,-5,4,1,18,-2
COc1ccc(S(=O)(=O)N2CCN(CC(=O)NCC3(N4CCOCC4)CCCCC3)CC2)cc1,-2,.,.,6,-3,-1,4,-4
O=C(C[C@H]1C/C=C\CC[C@H](Cc2ccc(F)cc2)C(=O)OC[C@@H](Cc2c[nH]c3ccccc23)NC1=O)NCCO,-13,-27,.,7,11,2,7,3
COc1ccc(CC(=O)Nc2cccc(/C(C)=N/NC(=O)C3(C)CC3(Br)Br)c2)cc1 (stereo not given),6,-9,.,1,9,3,-12,-1
CC1CCCN(C2=C(Cl)C(=O)N(c3cccc(Cl)c3)C2=O)C1 (stereo not given),1,7,1,0,6,0,.,1
COC(=O)[C@@]12CCCCN1[C@H](c1ccc(-c3ccc(F)cc3)c(OC)c1)[C@H]1C(=O)N(C)C(=O)[C@H]12,14,-4,-2,2,27,-1,-2,-1
COCC(=O)N(C)C[C@H]1[C@H](c2ccc(-c3cccnc3)cc2)[C@H](CO)N1C(C)=O,-1,11,6,3,-3,2,-5,0
C[C@H](NC(=O)[C@H]1[C@H](CO)[C@H]2Cn3c(cccc3=O)[C@H]2N1CC1CCCC1)c1ccccc1,.,24,.,-28,4,2,-3,6
Cc1ccc(C(=O)NC(C)CCc2ccccc2)cc1[N+](=O)[O-] (stereo not given),0,.,-5,0,.,1,12,-6
Cc1noc(C)c1NC(=O)N(C)C[C@H]1OCCCC[C@@H](C)Oc2ccc(NS(=O)(=O)c3cn(C)cn3)cc2C(=O)N([C@@H](C)CO)C[C@@H]1C,-11,1,0,0,0,-2,-3,1
O=c1c2ccccc2nnn1CSc1nnc2ccccn12,-116,.,-9,-1,.,0,2,-3
CCOC(=O)N1CCN(CCC(=O)Nc2cccc(Cl)c2C)CC1,25,14,3,-3,9,0,3,0

# Compound profiles, as listed above.
# CC(C)Cc1ccc(S(=O)(=O)NCC2CCCO2)cc1 (stereo not given) in the list: PAX8 inh HTS: -5; INS-1E GSIS act: -14; PGC1a acetyl inh: .; ARNT-TACC3 inh: -4; LGR2 inh: 10; Cneo AK release: -8; Statin myotox sup: -2; PglD inh: 3
# O=c1c2ccccc2nnn1CSc1nnc2ccccn12 in the list: PAX8 inh HTS: -116; INS-1E GSIS act: .; PGC1a acetyl inh: -9; ARNT-TACC3 inh: -1; LGR2 inh: .; Cneo AK release: 0; Statin myotox sup: 2; PglD inh: -3

# Twelve entries out of the list, sorted by heavy-atom count, rising.
SMILES,PAX8 inh HTS,INS-1E GSIS act,PGC1a acetyl inh,ARNT-TACC3 inh,LGR2 inh,Cneo AK release,Statin myotox sup,PglD inh
CC(C)Cc1ccc(S(=O)(=O)NCC2CCCO2)cc1 (stereo not given),-5,-14,.,-4,10,-8,-2,3
COc1ccc(CCCC(=O)Nc2ccccc2F)cc1,-8,-12,.,-5,-13,.,.,.
O=c1nc2sc3ccccc3n2c(=O)n1-c1cccc(Cl)c1,.,.,8,-9,.,3,6,0
CCOC(=O)N1CCN(CCC(=O)Nc2cccc(Cl)c2C)CC1,25,14,3,-3,9,0,3,0
CCC(C)(C)NC(=O)c1ccc2c(c1)N(CC(=O)OC)C(=O)C(C)(C)O2,1,.,8,1,.,15,1,-9
COCC(=O)N(C)C[C@H]1[C@H](c2ccc(-c3cccnc3)cc2)[C@H](CO)N1C(C)=O,-1,11,6,3,-3,2,-5,0
O=C(C[C@@H]1CC[C@@H](NC(=O)Nc2cccc(F)c2)[C@H](CO)O1)NCC1CCCCC1,3,3,5,-2,-20,-1,-10,3
COc1ccc(S(=O)(=O)NCCc2nnc3ccc(SCc4cccnc4)nn23)cc1,15,10,4,-5,3,.,.,.
CCN1C(=O)[C@H]2[C@@H](c3ccc(-c4ccccc4)cc3)N3CCCC[C@@]3(C(=O)OC)[C@H]2C1=O,17,0,1,-4,27,-1,5,5
CO[C@@H]1CN(C)C(=O)c2cc(NS(C)(=O)=O)ccc2OC[C@H](C)N(Cc2ccccn2)C[C@H]1C,.,11,-21,.,8,.,10,.
O=C(C[C@H]1C/C=C\CC[C@H](Cc2ccc(F)cc2)C(=O)OC[C@@H](Cc2c[nH]c3ccccc23)NC1=O)NCCO,-13,-27,.,7,11,2,7,3
C[C@@H]1CCCCO[C@H](CN(C)S(=O)(=O)c2ccc(F)cc2)[C@H](C)CN([C@@H](C)CO)C(=O)c2cc(NC(=O)C3CCCCC3)ccc2O1,38,-18,-2,-4,22,2,.,-2

# Next structures:
SMILES,PAX8 inh HTS,INS-1E GSIS act,PGC1a acetyl inh,ARNT-TACC3 inh,LGR2 inh,Cneo AK release,Statin myotox sup,PglD inh
CCOC(=O)Nc1ccc2c3c(cccc13)-c1ccccc1-2,-46,.,-9,-13,-69,0,-9,8
O=S(=O)(c1ccc2c(c1)N(Cc1ccc(Cl)cc1)C1CCCN21)N1CCOCC1 (stereo not given),.,.,12,1,.,-1,.,0
Cc1nn(CC(=O)Nc2nnc(CC(=O)N3CCCC3)s2)c(=O)c2ccccc12,9,.,8,1,.,1,.,2
Cc1ccc(S(=O)(=O)N(C)C[C@@H]2OCCCC[C@@H](C)Oc3ccc(NC(=O)Nc4ccc(C(F)(F)F)cc4)cc3C(=O)N([C@@H](C)CO)C[C@H]2C)cc1,16,9,-1,-2,0,-3,.,3
CCC(CO)Oc1cc(NCc2ccccc2)c2ncn(C(C)C)c2c1 (stereo not given),-2,.,6,41*!,10,-1,8,-2&-1
CS(=O)(=O)N1CC(=O)N2[C@H](C1)[C@H](c1ccc(C#CCC3CCCC3)cc1)[C@@H]2CO,7,-16,-2,.,-7,.,.,.
CC(OC(=O)c1cc2sccc2n1C)C(=O)NC(C)(C)C (stereo not given),-4,4,-4,-3,-4,.,.,.
COC(=O)/C=C1\SC(=Nc2ccc(OC)cc2)NC1=O,-11,14,2,2,12,.,.,.
CCc1ccccc1N1CC(C(=O)Nc2cc(S(=O)(=O)N3CCCC3)ccc2Cl)CC1=O (stereo not given),-2,14,-1,.,0,.,-9,.
Nc1ccc(Nc2ccccc2)cc1,.,18,-16,9,19,2,25,-3
O=[N+]([O-])c1ccc(-n2nnnc2CN2CCOCC2)cc1,0,12,3,-4,14,.,.,.
COc1ccc(S(=O)(=O)Nc2ccc3c(c2)C(=O)N([C@@H](C)CO)C[C@H](C)[C@H](CN(C)C(=O)NC2CCCCC2)O3)cc1,.,-4,4,-3,26,-4,10,1
Cc1ccc(S(=O)(=O)N(C)C[C@@H]2OCCCC[C@H](C)Oc3ccc(NC(=O)Nc4ccccc4)cc3C(=O)N([C@@H](C)CO)C[C@@H]2C)cc1,.,2,-10,-2,-28,0,.,0
CCOc1ccc(NS(=O)(=O)c2cccc(C(=O)N(C)Cc3ccco3)c2)cc1,3,-22,13,-5,4,1,2,2
Cc1c(C(=O)NCc2ccc3c(c2)OCO3)sc2nc(-c3ccccc3)cn12,-5,-6,-22,0,10,0,20,6
C/C(N)=C(/C#N)C(=O)CN1CCCCC1,.,.,-2,-19,.,3,1,2
CN1C(=O)c2cc(NC(=O)c3cccs3)ccc2OC[C@H]2O[C@@H](CC(=O)NCCN3CCCCC3)CC[C@@H]21,-5,9,6,9,-4,-1,9,1
Cc1ccc(S(=O)(=O)NCC[C@@H]2CC[C@@H](NC(=O)NC(C)C)[C@H](CO)O2)cc1,21,6,10,-14,-1,-6,15,4
COc1cc(CCC(=O)OCC(=O)Nc2ccccc2C(C)C)cc(OC)c1OC,-16,9,11,-6,19,-1,5,-5
Cc1occc1-c1nnc(SCC(=O)NC2CC2)n1C(C)C,1,6,.,-19,-7,1,-6,-3
Cc1nc2ccc(NC(=O)c3ccc(S(=O)(=O)N(C)c4ccccc4)cc3)cc2s1,15,-18,.,0,24,.,.,.
